# From PubChem BioAssay
# Pf apPOL inh: Pf-apPOL DNA polymerase inhibition. inhibition, % at 10 µM. AID 1794808. Recombinant Pf-apPOL, molecular beacon fluorescence, 1.5 h. hit rate 0.25% among 210,000
# mHTT CaM bind: mHTT-calmodulin interaction abrogation | P42858 | AlphaScreen His-mHTT/GST-CaM binding, luminescence | inhibition, % at 15 µM | hit rate 3.6% among 190,000;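 also: 0% = both proteins with DMSO and 100% = one protein alone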
# Target sequence (P42858 whole entry, looked up, stated change not applied): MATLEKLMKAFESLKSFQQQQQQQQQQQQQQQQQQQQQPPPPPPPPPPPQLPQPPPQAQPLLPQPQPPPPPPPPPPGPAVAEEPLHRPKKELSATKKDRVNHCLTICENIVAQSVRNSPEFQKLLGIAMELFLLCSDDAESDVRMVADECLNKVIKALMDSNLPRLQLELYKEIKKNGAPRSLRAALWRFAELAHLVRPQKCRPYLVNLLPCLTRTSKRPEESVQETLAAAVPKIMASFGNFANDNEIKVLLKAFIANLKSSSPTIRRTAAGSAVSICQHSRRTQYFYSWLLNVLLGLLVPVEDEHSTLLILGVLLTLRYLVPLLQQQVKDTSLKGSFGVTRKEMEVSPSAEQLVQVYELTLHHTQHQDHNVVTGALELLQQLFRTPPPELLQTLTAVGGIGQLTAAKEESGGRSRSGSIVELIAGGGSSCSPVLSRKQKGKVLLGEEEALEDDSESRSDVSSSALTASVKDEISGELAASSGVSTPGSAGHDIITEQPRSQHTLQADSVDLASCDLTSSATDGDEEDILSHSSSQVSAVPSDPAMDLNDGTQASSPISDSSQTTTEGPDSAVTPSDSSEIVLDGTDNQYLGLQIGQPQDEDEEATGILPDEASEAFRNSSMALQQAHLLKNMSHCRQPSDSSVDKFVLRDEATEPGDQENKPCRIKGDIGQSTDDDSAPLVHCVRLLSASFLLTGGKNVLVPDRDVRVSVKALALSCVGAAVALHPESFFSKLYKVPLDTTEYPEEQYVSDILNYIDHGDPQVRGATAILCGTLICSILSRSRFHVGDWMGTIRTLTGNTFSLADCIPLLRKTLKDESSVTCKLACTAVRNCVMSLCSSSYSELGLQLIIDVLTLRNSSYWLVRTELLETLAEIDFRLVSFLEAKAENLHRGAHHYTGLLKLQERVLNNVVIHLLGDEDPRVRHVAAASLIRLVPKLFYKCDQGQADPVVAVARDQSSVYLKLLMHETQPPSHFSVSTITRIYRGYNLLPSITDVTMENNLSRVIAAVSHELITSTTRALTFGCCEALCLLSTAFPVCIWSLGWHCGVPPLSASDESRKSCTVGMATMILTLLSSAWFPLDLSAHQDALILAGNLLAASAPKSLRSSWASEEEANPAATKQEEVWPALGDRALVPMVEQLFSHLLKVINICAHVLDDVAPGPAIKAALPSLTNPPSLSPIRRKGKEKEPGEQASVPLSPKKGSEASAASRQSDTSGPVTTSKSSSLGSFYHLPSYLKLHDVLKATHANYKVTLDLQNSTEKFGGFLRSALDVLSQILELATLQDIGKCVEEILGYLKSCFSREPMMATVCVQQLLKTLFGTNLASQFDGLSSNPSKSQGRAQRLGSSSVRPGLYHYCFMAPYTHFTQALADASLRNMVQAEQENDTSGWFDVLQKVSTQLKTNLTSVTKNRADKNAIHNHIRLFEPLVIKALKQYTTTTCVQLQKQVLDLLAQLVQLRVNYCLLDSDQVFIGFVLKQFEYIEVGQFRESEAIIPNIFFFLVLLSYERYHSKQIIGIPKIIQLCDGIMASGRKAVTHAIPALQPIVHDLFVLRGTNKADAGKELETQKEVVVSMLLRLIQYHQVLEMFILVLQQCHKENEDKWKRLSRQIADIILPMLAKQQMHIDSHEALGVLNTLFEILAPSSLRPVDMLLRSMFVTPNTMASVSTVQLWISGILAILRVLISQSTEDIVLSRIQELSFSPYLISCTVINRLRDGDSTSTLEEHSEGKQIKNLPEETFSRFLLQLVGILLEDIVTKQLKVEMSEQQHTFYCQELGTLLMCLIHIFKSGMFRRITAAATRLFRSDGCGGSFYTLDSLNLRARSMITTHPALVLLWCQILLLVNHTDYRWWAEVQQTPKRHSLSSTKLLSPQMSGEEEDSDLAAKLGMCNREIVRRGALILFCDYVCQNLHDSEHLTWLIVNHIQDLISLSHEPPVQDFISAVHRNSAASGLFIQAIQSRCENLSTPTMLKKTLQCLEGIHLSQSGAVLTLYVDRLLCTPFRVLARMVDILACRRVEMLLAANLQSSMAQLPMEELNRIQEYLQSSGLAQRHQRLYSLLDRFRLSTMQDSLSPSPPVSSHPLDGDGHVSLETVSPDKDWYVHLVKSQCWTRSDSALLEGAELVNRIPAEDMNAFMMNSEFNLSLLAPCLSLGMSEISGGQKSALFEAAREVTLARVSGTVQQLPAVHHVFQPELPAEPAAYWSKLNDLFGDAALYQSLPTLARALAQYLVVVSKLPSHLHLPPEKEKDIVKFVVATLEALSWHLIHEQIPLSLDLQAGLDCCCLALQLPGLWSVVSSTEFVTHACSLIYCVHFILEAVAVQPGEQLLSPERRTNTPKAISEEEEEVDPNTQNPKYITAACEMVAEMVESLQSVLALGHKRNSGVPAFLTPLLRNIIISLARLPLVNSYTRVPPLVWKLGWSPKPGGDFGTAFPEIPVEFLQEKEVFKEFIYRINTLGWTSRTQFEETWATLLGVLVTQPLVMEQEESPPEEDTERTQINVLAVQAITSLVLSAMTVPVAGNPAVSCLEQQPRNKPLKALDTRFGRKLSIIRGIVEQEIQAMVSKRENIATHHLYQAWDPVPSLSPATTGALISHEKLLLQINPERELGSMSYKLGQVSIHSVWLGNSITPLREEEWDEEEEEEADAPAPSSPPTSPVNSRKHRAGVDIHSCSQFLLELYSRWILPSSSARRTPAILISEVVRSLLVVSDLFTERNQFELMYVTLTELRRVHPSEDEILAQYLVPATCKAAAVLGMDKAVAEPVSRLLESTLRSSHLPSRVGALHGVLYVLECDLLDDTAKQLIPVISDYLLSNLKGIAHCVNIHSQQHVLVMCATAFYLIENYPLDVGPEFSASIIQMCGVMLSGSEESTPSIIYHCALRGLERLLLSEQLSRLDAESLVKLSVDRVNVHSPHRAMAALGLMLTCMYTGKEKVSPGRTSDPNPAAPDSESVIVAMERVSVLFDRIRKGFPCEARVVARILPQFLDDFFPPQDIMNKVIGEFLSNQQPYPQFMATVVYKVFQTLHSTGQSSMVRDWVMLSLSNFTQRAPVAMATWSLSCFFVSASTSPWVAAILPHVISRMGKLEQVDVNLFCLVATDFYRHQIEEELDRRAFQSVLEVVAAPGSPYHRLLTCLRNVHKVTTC
# * marks the source's active call; other numbers are inactive results; . = no result given; & = joins results of further samples; ! = not confirmed by another sample. Rule as the data show it: active = inhibition above about 50%; inactive = the rest. The list is partial. The share of hits here may be higher or lower than overall.
SMILES,Pf apPOL inh,mHTT CaM bind
Cc1cccn2c(=O)c(C=Nc3ccc(Cl)cc3)c(NCCO)nc12,-1.4,14.0
CNC(=O)N1CCCC(c2cccc(C(=O)NC3CCCCC3)c2)C1 (configuration not stated),-6.9,-13.5
CCCc1[nH]n(-c2ccc(F)cc2)c(=O)c1C=NCCc1ccc(Cl)cc1,-3.4,9.0
COCc1cc(C)n(CC(=O)Nc2ccc(Cl)cc2Cl)c(=O)c1C#N,3.6,3.0
CCn1ncc(CN2CCC(OCc3nc(C4CC4)no3)CC2)c1C,-6.2,-2.0
Cc1c(-c2ccccc2)c(=O)oc2ccc(OS(C)(=O)=O)cc12,-13.2,-7.0
CCCCc1ccc(-c2nc(C=Nc3ccc(F)cc3)c(O)o2)cc1,-8.1,-4.0
COc1ncc(NC(=O)C2CC=CCC2C(=O)OCC(Cl)=C(Cl)Cl)c(OC)n1 (configuration not stated),.,-3.0
CCc1nc2ccc(C(=O)N(C)C)cc2nc1CC,-0.5,2.1
CC1=NOC(=O)/C1=C\c1ccc(OCc2ccc(Br)cc2)cc1,-7.1,1.0
CCc1onc(C)c1C1CCCN1C(=O)c1c(-c2ccccc2Cl)noc1C (configuration not stated),-2.5,6.5
CN(CCNC(=O)C1CCN(c2ccc(N3CCCCC3)nn2)CC1)Cc1ccccc1,-2.8,-0.1
COc1ccc(/C=C(\NC(=O)c2ccco2)C(=O)Nc2cccc(C(C)=O)c2)cc1,-3.1,-5.4
COc1ccc(/C=c2\sc3nc(-c4ccc(Cl)cc4)nn3c2=O)cc1,3.1,-1.0
COc1ccc(C2=N/C(=C\c3coc4ccccc4c3=O)C(=O)O2)cc1OC,-3.8,0.0
CCc1cc(C2CCCN2C(=O)Cc2ccccc2Cl)on1 (configuration not stated),-3.7,-6.7
CCOc1ccc(/C=C2\N=C(c3ccc(C)cc3)OC2=O)cc1,6.1,0.0
COc1ccc(Br)cc1C(=O)Nc1sc2c(c1C(N)=O)CCCC2,-10.9,3.5
COc1ccc(NC(=O)CCS(=O)(=O)Cc2ccccc2)c2ccccc12,-6.6,-3.2
CC(C)C(=O)N(C)Cc1cc(-c2cccs2)on1,-2.3,-3.7
O=C1OC(c2ccccc2)=N/C1=C\c1cc(Br)cs1,-2.1,15.0
CN(C(=O)C1CCCN(c2ncnc3c2nc2n3CCCCC2)C1)c1ccc(F)cc1 (configuration not stated),-3.4,9.5
O=C(c1ccc(F)c(F)c1)N1CCN(c2nc(CN3CCCCC3)cs2)CC1,-3.3,3.1
COCCC(=O)N1CCC(c2nc(C(=O)N3CCSCC3)c(C)o2)CC1,0.3,5.2
CCOc1ccc(NC(=O)C2CCN(c3cc(C(=O)N4CCCCC4)ccn3)CC2)cc1,1.1,34.5
CC(C)n1cnnc1C1CCN(C(=O)c2ccco2)CC1,-6.7,-9.6
COc1ccc(C2Nc3ccc4ncccc4c3C3=C2C(=O)CCC3)cc1OC (configuration not stated),-3.9&-1.5,-1.0&5.4
CC1CCCCN1CCNC(=O)c1cnn2c(C(F)(F)F)cc(-c3ccccc3)nc12 (configuration not stated),-6.6,-10.0
CCN(CC)CCCOc1ccc(C)cc1,-1.5,2.1
Cc1sc2ncn(CC(=O)NCC(=O)NCc3cccnc3)c(=O)c2c1C,0.8,-2.0

# Two neighbouring compounds out of the list so far, quoted:
SMILES,Pf apPOL inh,mHTT CaM bind
CCc1cc(C2CCCN2C(=O)Cc2ccccc2Cl)on1 (configuration not stated),-3.7,-6.7
CCOc1ccc(/C=C2\N=C(c3ccc(C)cc3)OC2=O)cc1,6.1,0.0

# (listing goes on)
SMILES,Pf apPOL inh,mHTT CaM bind
Cc1ccc(C)c(CSCC(Nc2ccc(C(=O)O)cc2[N+](=O)[O-])C(=O)O)c1 (configuration not stated),-6.6,5.0
COc1ccc(/C=C2/N=C(c3ccc(C)c([N+](=O)[O-])c3)OC2=O)c(OC)c1OC,-0.3,-2.0
Cc1ccc(C(CC(=O)Nc2ccccc2C)c2ccccc2)c(O)c1 (configuration not stated),7.5,8.5
CN(C)c1nc2cc(C(=O)NC3CCCC3)sc2n1-c1ccc(F)cc1,0.3,8.5
CC1CCCCN1C(=O)c1ccc([N+](=O)[O-])cc1Cl (configuration not stated),4.3,-3.5
Cc1cc2c(c(=O)o1)C(C1CCCCC1)C(C#N)=C(N)O2 (configuration not stated),2.0,0.0
CCCn1c(NCCCO)nc2c1c(=O)[nH]c(=O)n2C,0.1,-3.9
Cc1ccc2c(c1)N(C(=O)Nc1ccc(C)c(C)c1)CCO2,-6.7,-2.9
Cc1nnsc1C(=O)N1CCC(CNC(=O)C(=O)Nc2ccc3c(c2)OCCO3)CC1,-4.5,-4.1
CCC1CCCCN1S(=O)(=O)c1cc(C(=O)Nc2ccc(C)c(F)c2)ccc1F (configuration not stated),0.8,-2.0
CC(O)(CNC(=O)c1ccco1)c1ccc2c(c1)OCO2 (configuration not stated),-9.5,-9.1
OC(CI)C12CC3CC(CC(C3)C1)C2 (configuration not stated),-3.2,-10.0
CC(C)CNC(=O)N1CCC(c2nc3cccnc3n2C)C1 (configuration not stated),-1.8,-3.5
O=C1CCC[C@@H]2CC(Nc3ccccc3)C[C@@H]3CCN1[C@H]23 (some centres not stated),-4.6,5.0
COc1cccc(C=C2Oc3cc(OC(=O)C(C)C)ccc3C2=O)c1,-2.1,2.5
O=C(O[n+]1ccc(N2CCOCC2)cc1)N1CCOCC1,-3.2,4.0
CC(=O)c1ccc(NC(=O)c2cc3c(n2C)CCN(Cc2ccccc2)C3)cc1,-2.2,22.1
CCOc1ccc(-n2nc(C(=O)Nc3cnc4ccccc4c3)c3ccccc3c2=O)cc1,3.7,-7.0
CCCCN(C)Cc1c(O)ccc2c(-c3cc4ccccc4oc3=O)cc(=O)oc12,-2.2,0.5
Cc1cc(C2CCCN2C(=O)c2cc(-c3ccc(Br)cc3)on2)on1 (configuration not stated),-1.5,-0.8
CCc1nc(-c2c(C)cc(C)nc2NC(=O)c2cccc(Br)c2)no1,-1.3,-0.7
O=C(Nc1cccc(F)c1)N1CCC(CCOc2ccccc2)CC1,-1.6,-16.6
Nc1ccccc1Sc1ccc(C(F)(F)F)cc1[N+](=O)[O-],-1.6,.
O=C(c1cccs1)N1CCC2(CC1)NCC(=O)N2Cc1ccccc1,-3.0,6.9
O=C(CN1C(=O)/C(=C/c2cccc(Br)c2)Oc2ccccc21)NCc1cccnc1,-10.9,-6.0
NC(=O)c1ccc[n+](CC(=O)c2ccc3c(c2)Cc2ccccc2-3)c1,-1.9,4.0
O=C(NCCCn1ccnc1)c1ccc(Cl)cc1,2.1,-3.5
Cc1ccc(NC(=O)C2(N(Cc3ccccc3)C(=O)Cc3nc(N)n[nH]3)CCCCC2)cc1,0.6,38.0
CCCN1CCS(=O)(=O)N(Cc2cn(Cc3ccc(F)cc3)nn2)C(C(=O)OC)C1 (configuration not stated),0.5,-5.5
CCc1ccccc1NC(=O)NCCNC(=O)c1ccc(NC(=O)C2CC2)cc1,-3.5,-12.4

# 14 neighbouring compounds out of the list so far, for reference:
SMILES,Pf apPOL inh,mHTT CaM bind
CC(=O)c1ccc(NC(=O)c2cc3c(n2C)CCN(Cc2ccccc2)C3)cc1,-2.2,22.1
CCOc1ccc(-n2nc(C(=O)Nc3cnc4ccccc4c3)c3ccccc3c2=O)cc1,3.7,-7.0
CCCCN(C)Cc1c(O)ccc2c(-c3cc4ccccc4oc3=O)cc(=O)oc12,-2.2,0.5
Cc1cc(C2CCCN2C(=O)c2cc(-c3ccc(Br)cc3)on2)on1 (configuration not stated),-1.5,-0.8
CCc1nc(-c2c(C)cc(C)nc2NC(=O)c2cccc(Br)c2)no1,-1.3,-0.7
O=C(Nc1cccc(F)c1)N1CCC(CCOc2ccccc2)CC1,-1.6,-16.6
Nc1ccccc1Sc1ccc(C(F)(F)F)cc1[N+](=O)[O-],-1.6,.
O=C(c1cccs1)N1CCC2(CC1)NCC(=O)N2Cc1ccccc1,-3.0,6.9
O=C(CN1C(=O)/C(=C/c2cccc(Br)c2)Oc2ccccc21)NCc1cccnc1,-10.9,-6.0
NC(=O)c1ccc[n+](CC(=O)c2ccc3c(c2)Cc2ccccc2-3)c1,-1.9,4.0
O=C(NCCCn1ccnc1)c1ccc(Cl)cc1,2.1,-3.5
Cc1ccc(NC(=O)C2(N(Cc3ccccc3)C(=O)Cc3nc(N)n[nH]3)CCCCC2)cc1,0.6,38.0
CCCN1CCS(=O)(=O)N(Cc2cn(Cc3ccc(F)cc3)nn2)C(C(=O)OC)C1 (configuration not stated),0.5,-5.5
CCc1ccccc1NC(=O)NCCNC(=O)c1ccc(NC(=O)C2CC2)cc1,-3.5,-12.4

# More records.
SMILES,Pf apPOL inh,mHTT CaM bind
O=C(NCc1ccccc1Cl)c1c(O)c2ccccc2[nH]c1=O,0.1,9.0
Cc1csc(-c2cc3ccc(OCc4c(F)cccc4Cl)cc3oc2=O)n1,3.9,-30.0
COc1ccccc1OCCOc1cccc(Cl)c1Cl,-7.6,-90.2
COc1ccc(Cl)cc1C(=O)Oc1cc(C)[nH]c(=O)c1[N+](=O)[O-],-3.5,-4.6
Cc1ccc(N2NC(=O)/C(=C\c3ccc(N(C)C)c([N+](=O)[O-])c3)C2=O)cc1,-1.0,22.0
CCCCOc1ccc(CNC(=O)C2CCCN(C(=O)c3ccccc3F)C2)cc1 (configuration not stated),-6.0,36.1
CC1(C)CC(NC(=O)C(=O)Nc2ccc(F)cc2)CC(C)(C)N1,-2.2,1.9
CCOc1ncccc1CNC(=O)C1CCN(C(C)=O)CC1,-4.1,-4.0
CC(C)c1ccc(NC(=O)c2ccc(F)c(S(=O)(=O)N3CCC4(CC3)OCCO4)c2)cc1,9.1,2.0
CC(=O)N(CN1C(=O)c2cccc([N+](=O)[O-])c2C1=O)c1ccc(Cl)c(Cl)c1,-2.3,25.0
CCN1CCN(C(=O)c2cc3cn(C4CC4)cc3s2)CC1,-1.9,20.0
Cc1ccc(-c2[nH]ncc2CN2CCCC2c2cc(C(C)C)on2)cc1 (configuration not stated),-0.1,21.9
C=C(C)COc1ccc2c(c1)OC(=Cc1ccc(OC)cc1)C2=O,-4.6,-11.4
Cc1noc2[nH]cnc(=S)c12,-9.8,.
N#Cc1ccccc1NC(=O)CC1Nc2ccccc2NC1=O (configuration not stated),-5.5,-10.8
Cc1ccc(CNC(=O)N2CCC(n3c(-c4ccco4)nc4cccnc43)C2)cc1 (configuration not stated),-1.8,36.9
COc1cc2c(c(OC)c1OC)C(c1ccc3c(c1)OCO3)CC(=O)O2 (configuration not stated),-9.4,5.0
Nc1nonc1-c1noc(-c2cc([N+](=O)[O-])ccc2Cl)n1,-0.8,4.0
O=C(O)c1cccc(NC2=C(n3nnc4ccccc43)C(=O)c3ccccc3C2=O)c1,-4.3,6.0
Cc1ccc2nsnc2c1S(=O)(=O)NCCOC12CC3CC(CC(C3)C1)C2,-5.6,3.0
CC1CCN(C2=CC(=O)N(c3ccc(C(=O)NC4CCCCC4)cc3)C2=O)CC1,3.7,-6.9
CC(=O)Nc1ccc(NC(=O)c2ccc(C)c(Cl)c2)cc1,-3.8,-4.5
COc1ccc(CCN2C(=O)CCC2(C)C(=O)NCc2cccnc2)cc1OC (configuration not stated),-6.2,4.0
Cc1cc(Br)cc2c1N(C)C(=O)C2=O,-1.2&-2.8,12.0&7.7
CCCCNC(=O)C1CCN(c2ncnc3c2nc2n3CCCCC2)CC1,0.2,-4.0
COc1ccc2c(c1)c(CC(=O)O)c(C)n2Cc1ccc(Cl)cc1,12.7,.
Cc1csc(NC(=O)CSc2nnc(NC(=O)c3cc(C)on3)s2)n1,-4.6,-18.1
CC(C)Cn1c(C2CCN(C(=O)Nc3cccc(Cl)c3F)C2)nc2ccncc21 (configuration not stated),-3.2,-1.4
O=C1CC(N2CCN(c3ccccc3)CC2)C(=O)N1c1ccccc1F (configuration not stated),-1.2,-6.5
Cc1cccc(-c2nc3n(n2)C(c2ccc(O)cc2)C2=C(CC(C)(C)CC2=O)N3)c1 (configuration not stated),-1.6,7.2
CCN(CC)c1nc2ccsc2c(=O)n1CCC(=O)NC1CCCC1,-3.7,-4.5
CCCCCC[n+]1ccccc1C=Cc1ccc(N(C)C)cc1,-29.9,.
COc1cc(S(=O)(=O)n2nnc3ccccc32)ccc1Cl,-8.9&-9.6,88.0*!
O=C1C2C3C=CC(C3)C2C(=O)N1c1cccc(O)c1 (configuration not stated),0.0,-2.6
COc1ccccc1NS(=O)(=O)c1ccccc1C(F)(F)F,6.8,-11.0
CC1(C)CC(=O)C=C(NCCN2CCN(C(=O)Nc3ccc(Cl)cc3)CC2)C1,2.4,5.1
COc1cccc(-n2nc(C(=O)Nc3ccc4c(c3)OCO4)c3ccccc3c2=O)c1,3.0,5.0
CN1CCC(C=Cc2cccs2)=N1,6.2,.
O=C(NCc1csc(C2CCCN(C(=O)C3CC3)C2)n1)C1CCC1 (configuration not stated),-4.0,2.2
COc1ccccc1-n1nc(C(=O)Nc2ccc(C(C)C)cc2)c2ccccc2c1=O,-3.9,4.0
CCC1Oc2ccc(Cl)cc2N(CC(=O)NC2CCCC(C)C2C)C1=O (configuration not stated),-14.1,1.0
Cc1ccc(NC(=O)Cn2nc(N3CCCC(C)C3)c3ccccc3c2=O)cc1 (configuration not stated),-2.3,-1.6
O=C(O)CCCNC(=O)/C(=C\c1ccc2c(c1)OCO2)NC(=O)c1ccccc1Br,-0.7,-1.0
COCCNC(=O)c1cn(CC(C)C)c(=O)c2c1c1ccccc1n2C,-7.9,0.0
NN=c1nc2sccn2c2ncccc12,22.8,.
O=C(Nc1ccc(N2CCN(Cc3cccs3)CC2)nc1)c1ccccc1,-7.2,-1.1
COc1ccc(-n2nnc(C(=O)N3CCOCC3)c2C)cc1Cl,-4.3,-18.6
Cc1ccc(OCC(=O)Nc2nc3ccccc3s2)cc1C,-4.2,4.0
CCOc1ccc(C2=C/C(=C\c3cccs3)C(=O)O2)cc1,52.4*,9.0
COc1cccc(N2CCN(Cc3sccc3C)CC2)c1,2.2,10.0
COc1ccc(-c2cc3ccc(O)c(CN4CCCC(C)C4)c3oc2=O)c(OC)c1 (configuration not stated),-5.1,-3.8
Cn1nnc(-c2nc(N3CCOCC3)nc(N3CCOCC3)n2)n1,-5.9,3.0&-4.0
